Screens (PubChem BioAssay)
GPR7 antag = GPR7 receptor antagonists, primary screen, cell-based, fluorescence, single concentration; AID 1861, 2009; inhibition, % at 4.4 µM; GPR7-expressing cells, fluorescence antagonist assay; 290,000 tested, 1.1% active; Neuropeptides B/W receptor type 1 (Homo sapiens), P48145; in the data active = inhibition above about 16%, passing the limit was not always enough;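 also: cells stimulated with the agonist NPW; 0% = agonist with vehicle and 100% = vehicle without agonist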
IMP-1 inh = IMP-1 metallo-beta-lactamase inhibitors, primary screen, biochemical, epi-absorbance readout, Pseudomonas aeruginosa enzyme | purified IMP-1, nitrocefin hydrolysis, epi-absorbance fluorescence | inhibition, % at 5.6 µM | 290,000 tested, 0.45% active | AID 1556, 2009;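 active = inhibition above the mean plus 3 SD of all compounds in the same screening run, cut at about 4.5% in these data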;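 also: 0% = IMP-1 with DMSO and 100% = DMSO wells lacking enzyme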
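System: purified IMP-1 / Input: IMP-1 dispensed at 0.2 nM / Medium: 50 mM HEPES pH 7.1, 50 µM ZnSO4, 0.05% Brij 35 / Timing: 15 min enzyme–compound preincubation, then 25 min nitrocefin reaction, 25 °C / Technique: plate fluorescence quenching by hydrolysis product, ex 480/em 530 nm / Repeats: singlicate testing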
VIM-2 inhibitor = VIM-2 metallo-beta-lactamase inhibitors, primary screen, biochemical, epi-absorbance readout, Pseudomonas aeruginosa enzyme; AID 1527, 2009; purified VIM-2, nitrocefin hydrolysis, epi-absorbance fluorescence; 290,000 tested, 0.89% active; inhibition, % at 5.6 µM;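 active = inhibition above the mean of all tested compounds plus 3 SD, cutoff set per screening run, cut at about 7.5% in these data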;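 also: red hydrolysis product quenches plate fluorescence so inhibitors raise well fluorescence; 0% = enzyme with DMSO and 100% = DMSO without enzyme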
p-CIP stab down = p/CIP-EGFP fusion destabilizers, primary screen, fluorescence, F442A cells | AID 1984, 2009 | decrease of EGFP signal, % at 10 µM | Q05BA5 | 16 h | 290,000 tested, 0.01% active;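 active = EGFP signal decrease of at least 30% at 10 µM or well 3 SD below plate mean, unless failing retest; inactive = the rest, including hits failing retest or dose response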; also: some compounds called inactive have numbers as strong as hits; many of its hits are not listed in these tables
NALP1 inh = NALP1 inflammasome inhibitors in reconstituted yeast, colorimetric, S. cerevisiae, triplicate retest | S. cerevisiae NALP1/ASC/caspase-1 growth, X-gal OD620, 72 h | inhibition, % at 10 µM | 280,000 tested, 0.61% active | AID 2071, 2009; in the data active = inhibition mostly above about 24%, no sharp cut-off; inactive = mostly below about 32%; also: some compounds called inactive have numbers as strong as hits
IDE cell activ = human IDE activators in live cells, primary screen, fluorescence polarization, HEK cells, FAbeta-B substrate. Insulin-degrading enzyme (Homo sapiens), P14735. FAbeta-B cleavage; 0% vehicle, 100% cell-free pure enzyme wells. activation, % at 5.96 µM. 340,000 tested, 0.073% active;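 active = activation above the mean of all tested compounds plus 3 SD, set per screening campaign, cut at about 17% in these data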
IDE cell inh = human IDE inhibitors in live cells, primary screen, fluorescence polarization, HEK cells, FAbetaB substrate; FAbetaB cleavage; inhibition, % at 5.59 µM; 320,000 tested, 0.41% active; AID 434962, 2010;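 active = percent inhibition above the average of all tested compounds plus 3 SD, set per screening campaign, cut at about 16% in these data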;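 also: IDE supplied by intact live HEK cells; FP after avidin binding of uncleaved biotin substrate so inhibition keeps polarization high; 0% = DMSO wells and 100% = 60 µM reference IDE inhibitor Ii1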
M18AAP inhibitor = PfM18AAP inhibitors, malaria aminopeptidase, primary screen, biochemical, QFRET, recombinant enzyme; H-Glu-NHMec fluorogenic cleavage; inhibition, % at 7.35 µM; 290,000 tested, 1.2% active;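 active = inhibition above the campaign mean inhibition over all tested compounds plus 3 SD, cut at about 28% in these data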;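 also: 0% = plate median of test compound wells and 100% = 2 mM ZnCl2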
PHOSPHO1 block = PubChem AID 1565 | recombinant PHOSPHO1, absorbance phosphatase assay | inhibition, % at 13.3 µM | 290,000 tested, 1.1% active; in the data active = inhibition above about 60%
Active calls of the source: *.

COc1ccccc1N1CCN(C(=O)c2ccc(Br)s2)CC1 was read as GPR7 antag 14.3, IMP-1 inh -2.8, VIM-2 inhibitor -0.7, p-CIP stab down -3.8, NALP1 inh -12.6, IDE cell activ -2.2, IDE cell inh 2.4, M18AAP inhibitor 0.6 and PHOSPHO1 block -3.3.
Screening Cc1cccc(CN2CCN(CC(=O)NCCCN3CCN(c4ccc(F)cc4)CC3)C2=O)c1 returned GPR7 antag 0.2, IMP-1 inh -4.5, VIM-2 inhibitor -5.9, p-CIP stab down -8.6, NALP1 inh 15.6, IDE cell activ -7.2, IDE cell inh -3.9, M18AAP inhibitor -14.5 and PHOSPHO1 block -10.7.
`O=C(N/N=C/c1ccc(Cl)cc1)Nc1ccccc1` gave GPR7 antag -13.8, IMP-1 inh -1.8, VIM-2 inhibitor -1.0, p-CIP stab down 0.3, NALP1 inh 11.3, IDE cell activ 10.9, IDE cell inh -4.9, M18AAP inhibitor 0.5 and PHOSPHO1 block 16.2.
Screening COC(=O)C1=C(C)N(C)C(C)=C(C(=O)OC)C1c1ccc(Cl)cc1 returned GPR7 antag -15.0, IMP-1 inh -1.0, VIM-2 inhibitor -0.6, p-CIP stab down 0.6, NALP1 inh 18.1, IDE cell activ -5.3, IDE cell inh -0.3, M18AAP inhibitor 5.3 and PHOSPHO1 block 2.0.
`COc1ccc(C(=O)N/N=C/c2sc(N3CCOCC3)nc2-c2ccccc2)cc1OC` gave GPR7 antag -12.2, IMP-1 inh -3.6, VIM-2 inhibitor -3.6, p-CIP stab down -5.2, NALP1 inh -33.8, IDE cell activ -1.4, IDE cell inh 7.6, M18AAP inhibitor -2.8 and PHOSPHO1 block 36.0.
Screening O=C(/C=C/c1cccs1)Nc1ccc(N2CCOCC2)c(S(=O)(=O)Nc2cc(Cl)ccc2Cl)c1 returned GPR7 antag -11.0, IMP-1 inh -3.5, VIM-2 inhibitor -3.7, p-CIP stab down -16.6, NALP1 inh 25.0, IDE cell activ 6.7, IDE cell inh 1.0, M18AAP inhibitor 4.7 and PHOSPHO1 block -17.8.
S=c1nc(-c2ccccc2)n(-c2ccccc2)[nH]1 was read as GPR7 antag -10.7, IMP-1 inh -0.1, VIM-2 inhibitor 9.8*, p-CIP stab down -5.7, NALP1 inh -4.0, IDE cell activ -5.6, IDE cell inh -0.6, M18AAP inhibitor 29.5* and PHOSPHO1 block -76.3.
Screening O=C1CN(C(=O)c2ccccc2F)C(c2ccc(F)cc2)c2cc(F)ccc2N1 (stereo not drawn) returned GPR7 antag -1.3, IMP-1 inh -2.3, VIM-2 inhibitor -0.7, p-CIP stab down -6.7, NALP1 inh 4.3, IDE cell activ 2.4, IDE cell inh -1.1, M18AAP inhibitor 2.7 and PHOSPHO1 block -4.7.
`CC(C)(C)C1CCC(=NNC(=O)c2ccco2)CC1` (stereo not drawn) gave GPR7 antag -1.0, IMP-1 inh 1.2, VIM-2 inhibitor 0.0, p-CIP stab down -13.7, NALP1 inh -0.2, IDE cell activ -0.5, IDE cell inh -4.7, M18AAP inhibitor -26.6 and PHOSPHO1 block 32.2.
Screening CC(C)CC(=O)Nc1ccc(Oc2ccc(NC(=O)CC(C)C)cc2)cc1 returned GPR7 antag -11.7, IMP-1 inh 1.8, VIM-2 inhibitor -3.5, p-CIP stab down -8.7, NALP1 inh 15.1, IDE cell activ -0.6, IDE cell inh 2.9, M18AAP inhibitor 8.1 and PHOSPHO1 block -21.6.
Screening Cc1cc(C)n2nc(C(=O)NNC(=O)c3ccc(Cl)cc3)nc2n1 returned GPR7 antag -2.6, IMP-1 inh 0.1, VIM-2 inhibitor -2.7, p-CIP stab down -1.6, IDE cell activ 3.6, IDE cell inh -0.6, M18AAP inhibitor -3.0 and PHOSPHO1 block 39.0.
Screening O=C(NNc1ccccc1F)c1ccccc1 returned GPR7 antag -7.3, IMP-1 inh -0.3, VIM-2 inhibitor -1.1, p-CIP stab down -2.1, NALP1 inh 4.8, IDE cell activ 7.8, IDE cell inh -5.0, M18AAP inhibitor 14.6 and PHOSPHO1 block -3.6.
For COc1cc(/C=C2\SC(=Nc3c(C)n(C)n(-c4ccccc4)c3=O)NC2=O)ccc1O the results were GPR7 antag -3.2, IMP-1 inh -2.6, VIM-2 inhibitor -2.0, p-CIP stab down -13.7, NALP1 inh 24.6, IDE cell activ -5.4, M18AAP inhibitor 0.6 and PHOSPHO1 block -5.1.
Cc1ccnc(NC(=O)c2ccc(Cl)s2)c1 was read as GPR7 antag 13.7, IMP-1 inh -2.2, VIM-2 inhibitor -1.3, p-CIP stab down 0.0, NALP1 inh 30.0, IDE cell activ 0.6, IDE cell inh 4.0, M18AAP inhibitor 0.1 and PHOSPHO1 block -16.8.
Screening CC(=O)Oc1ccc2ccccc2c1C(NC(=O)Cc1ccccc1)c1ccccc1Cl (stereo not drawn) returned GPR7 antag -8.8, IMP-1 inh -1.9, VIM-2 inhibitor -3.4, p-CIP stab down 8.3, NALP1 inh 11.3, IDE cell activ 4.0, IDE cell inh 0.8, M18AAP inhibitor 0.3 and PHOSPHO1 block -3.6.
COc1ccc(C(=O)N/C(=C\c2cn(C)c3ccccc23)C(=O)N2CCN(C)CC2)cc1 was read as GPR7 antag -19.6, IMP-1 inh -1.1, VIM-2 inhibitor -0.2, p-CIP stab down -17.0, NALP1 inh 5.4, IDE cell activ -3.0, IDE cell inh 3.8, M18AAP inhibitor 15.1 and PHOSPHO1 block 58.3.
For CC1=C(C(=O)OC(C)C)C(c2cccs2)n2ncnc2N1 (stereo not drawn) the results were GPR7 antag -1.1, IMP-1 inh -2.1, VIM-2 inhibitor -3.6, p-CIP stab down -4.7, NALP1 inh -2.9, IDE cell activ 6.0, IDE cell inh 5.3, M18AAP inhibitor -0.8 and PHOSPHO1 block -9.2.
Screening CCOC(=O)C(NC(=O)c1ccc(Cl)cc1Cl)(Nc1ccc(C)cc1)C(F)(F)F (stereo not drawn) returned GPR7 antag 1.0, IMP-1 inh -0.8, VIM-2 inhibitor -0.9, p-CIP stab down 15.7, NALP1 inh -5.6, IDE cell activ 3.8, IDE cell inh -0.6, M18AAP inhibitor -3.8 and PHOSPHO1 block 7.1.
O=C(CCCc1ccccc1)N=C1SC2CS(=O)(=O)CC2N1c1ccccc1 (stereo not drawn) was read as GPR7 antag 5.6, IMP-1 inh -1.7, VIM-2 inhibitor -1.9, p-CIP stab down 5.9, NALP1 inh 5.4, IDE cell activ 8.3, IDE cell inh 2.8, M18AAP inhibitor -4.1 and PHOSPHO1 block -50.2.
Cc1cc(-c2ccccc2)nc2oc(C(=O)NN)c(N)c12 was read as GPR7 antag -15.0, IMP-1 inh -4.4, VIM-2 inhibitor -2.0, p-CIP stab down 2.9, NALP1 inh -2.0, IDE cell activ 2.1, IDE cell inh -2.2, M18AAP inhibitor 2.5 and PHOSPHO1 block -3.1.
Screening O=C1NNC(=O)C1c1ccccc1 returned GPR7 antag 6.3, IMP-1 inh -1.5, VIM-2 inhibitor -4.1, p-CIP stab down -3.8, NALP1 inh 32.1, IDE cell activ 2.9, IDE cell inh -1.6, M18AAP inhibitor 0.2 and PHOSPHO1 block 28.6.
Screening Cc1ccc(C)c(N2CCN(C(=O)CCS(=O)(=O)c3ccc4c(c3)NC(=O)CO4)CC2)c1 returned GPR7 antag 3.4, IMP-1 inh -3.0, VIM-2 inhibitor -5.5, p-CIP stab down -12.7, NALP1 inh 10.1, IDE cell activ 6.5, IDE cell inh 2.6, M18AAP inhibitor -10.7 and PHOSPHO1 block 42.6.
Screening COc1cc2c(cc1OC)C(c1ccccc1N)=NCC2 returned GPR7 antag -9.0, IMP-1 inh -3.0, VIM-2 inhibitor -1.4, p-CIP stab down -8.7, NALP1 inh 3.4, IDE cell inh 2.2, M18AAP inhibitor -1.5 and PHOSPHO1 block -10.3.
`CCN(CC)C(=O)C1CC(=O)OC12CCCCC2` (stereo not drawn) gave GPR7 antag -10.6, IMP-1 inh -2.6, VIM-2 inhibitor -2.2, p-CIP stab down 2.4, NALP1 inh 7.8, IDE cell activ 3.3, IDE cell inh 2.0, M18AAP inhibitor -5.5 and PHOSPHO1 block 0.5.
O=C(CSc1nc2ccc(Cl)cc2[nH]1)NCCc1ccc(Cl)cc1 was read as GPR7 antag -15.9, IMP-1 inh -2.8, VIM-2 inhibitor -2.6, p-CIP stab down -1.9, NALP1 inh 22.7, IDE cell activ -5.9, IDE cell inh 1.3, M18AAP inhibitor -0.9 and PHOSPHO1 block 9.5.
Screening CSCC(C)N1CCC(n2nccc2NC(=O)CCCc2ccccc2)CC1 (stereo not drawn) returned GPR7 antag 9.4, IMP-1 inh 4.0, VIM-2 inhibitor -0.4, p-CIP stab down 0.8, NALP1 inh 1.1, IDE cell activ -1.9, IDE cell inh 1.9, M18AAP inhibitor 1.8 and PHOSPHO1 block 44.5.
For COc1ccc(-n2c(SCC(=O)Nc3ccc4c(c3)OCO4)nc3c(c2=O)SCC3)cc1 the results were GPR7 antag 0.2, IMP-1 inh -1.4, VIM-2 inhibitor -0.6, p-CIP stab down -8.6, NALP1 inh 1.2, IDE cell activ 3.6, IDE cell inh 3.2, M18AAP inhibitor -1.2 and PHOSPHO1 block 61.0*.
Screening NC(=O)C1CCN(C(=O)CCSc2ccc(Cl)cc2)CC1 returned GPR7 antag -3.7, IMP-1 inh -4.3, VIM-2 inhibitor -5.0, p-CIP stab down 3.3, NALP1 inh -0.7, IDE cell activ 6.7, IDE cell inh 2.0, M18AAP inhibitor 3.1 and PHOSPHO1 block 16.1.
CC1(C)CC(c2nc(-c3ccc(Cl)cc3)cs2)CCS1 (stereo not drawn) was read as GPR7 antag -6.7, IMP-1 inh -3.4, VIM-2 inhibitor -2.4, p-CIP stab down 4.6, NALP1 inh 18.3, IDE cell activ 4.5, IDE cell inh 3.0, M18AAP inhibitor 0.0 and PHOSPHO1 block -48.6.
Screening c1ccc2c(c1)CCN(c1nc3cc4c(cc3s1)OCCO4)C2 returned GPR7 antag -3.0, IMP-1 inh 0.6, VIM-2 inhibitor -1.4, p-CIP stab down 12.2, NALP1 inh -9.9, IDE cell activ -3.2, IDE cell inh -1.2, M18AAP inhibitor -0.6 and PHOSPHO1 block 1.9.
`CCN(Cc1ccncc1)C(=O)c1cc(COc2ccc(OC)cc2Cl)on1` gave GPR7 antag 8.4, IMP-1 inh -1.8, VIM-2 inhibitor -3.6, p-CIP stab down -3.6, NALP1 inh 25.6, IDE cell activ -8.1, IDE cell inh 1.8, M18AAP inhibitor -2.2 and PHOSPHO1 block 17.6.
COc1ccc(C(=O)N2CCc3cc(OC)c(OC)cc3C2c2ccc(OC)c(OC)c2)cc1OC (stereo not drawn) was read as GPR7 antag 16.0, IMP-1 inh -0.4, VIM-2 inhibitor -0.3, p-CIP stab down -4.4, NALP1 inh 29.1, IDE cell activ 1.2, M18AAP inhibitor -6.4 and PHOSPHO1 block 50.4.
`Cc1cccc2sc(NC(=O)CSc3cn[nH]n3)nc12` gave GPR7 antag -6.8, IMP-1 inh -2.8, VIM-2 inhibitor -2.0, p-CIP stab down -0.9, NALP1 inh -19.2, IDE cell activ 2.5, IDE cell inh -0.3, M18AAP inhibitor -2.0 and PHOSPHO1 block 8.7.
